Source: PubChem BioAssay
CHRM5 PAM = human M5 muscarinic receptor positive allosteric modulators, primary screen, CHO-K1 cells, Fluo-8 calcium fluorescence; actives 0.3% (n = 360,000); AID 624038, 2012; CHO-K1 hM5, ACh EC20 PAM; 0% = ACh EC20, 100% = ACh EC100; activation, % at 3 µM;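 active = activation above the run cutoff, the mean activation of all test compounds plus 3 SD, cut at about 18% in these data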
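system = human M5 receptor in CHO-K1 cells | reagent = EC20 acetylcholine as agonist stimulus | compound dosing = single-point, 3 µM nominal | incubation = Fluo-8 loading 80 min at 37 °C plus 30 min room temperature | detection = Fluo-8 calcium dye fluorescence, kinetic read | benchmarks = low control EC20 acetylcholine (0%), high control EC100 acetylcholine (100%)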
CHRM4 PAM = human M4 muscarinic receptor positive allosteric modulators, primary screen, CHO-K1 cells, Fluo-8 calcium fluorescence; activation, % at 3 µM; CHO-K1 hM4/Gqi5, ACh EC20; 0% = ACh EC20, 100% = maximal ACh; Muscarinic acetylcholine receptor M4 (Homo sapiens), P08173; actives 0.4% (n = 360,000); AID 624126, 2012;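 active = activation above its plate's cutoff, the mean activation of sample wells plus 3 SD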; note: some results filed as inactive read as strong as hits
Target sequence (P08173 whole entry, looked up): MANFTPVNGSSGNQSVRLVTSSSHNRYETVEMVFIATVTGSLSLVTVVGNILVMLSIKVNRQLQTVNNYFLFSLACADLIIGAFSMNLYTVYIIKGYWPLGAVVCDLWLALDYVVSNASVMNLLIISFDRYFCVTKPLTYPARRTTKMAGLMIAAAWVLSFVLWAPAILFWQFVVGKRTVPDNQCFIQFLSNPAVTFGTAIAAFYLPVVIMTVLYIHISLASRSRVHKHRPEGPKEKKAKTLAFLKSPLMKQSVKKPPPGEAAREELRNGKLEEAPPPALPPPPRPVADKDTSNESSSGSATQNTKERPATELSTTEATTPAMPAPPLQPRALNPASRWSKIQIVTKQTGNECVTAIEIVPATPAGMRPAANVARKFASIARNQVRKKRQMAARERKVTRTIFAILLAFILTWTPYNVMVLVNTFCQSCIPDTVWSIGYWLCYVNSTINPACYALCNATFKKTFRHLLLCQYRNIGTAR
TAAR1 agonist = human TAAR1 agonists, primary screen, Fluo-8 calcium fluorescence, CHO RD-HGA16 cells; vehicle wells 0%, saturating PEA agonist 100%; actives 0.99% (n = 360,000); Trace amine-associated receptor 1 (Homo sapiens), Q96RJ0; activation, % at 3 µM;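 active = activation above the mean activation of all test compounds in the run plus 3 SD, cut at about 38% in these data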
Target sequence (Q96RJ0 whole entry, looked up): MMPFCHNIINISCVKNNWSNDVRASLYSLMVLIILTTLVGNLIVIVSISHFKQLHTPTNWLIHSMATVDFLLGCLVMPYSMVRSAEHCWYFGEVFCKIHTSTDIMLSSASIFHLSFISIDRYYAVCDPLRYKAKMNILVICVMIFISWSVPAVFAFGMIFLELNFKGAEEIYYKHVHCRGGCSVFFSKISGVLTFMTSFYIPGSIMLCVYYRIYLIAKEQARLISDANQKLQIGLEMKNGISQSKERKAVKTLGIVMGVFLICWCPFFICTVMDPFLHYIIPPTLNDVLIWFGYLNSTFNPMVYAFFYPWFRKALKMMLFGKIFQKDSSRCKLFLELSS
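Signal – calcium-sensitive Fluo-8 signal, excitation 470-495, emission 515-575 nm · System – RD-HGA16 (CHO) cells co-expressing Gα16 and hTAAR1 · Incubation – 17-24 h seeding, 75 min 37 °C dye, 30 min RT · Compound dosing – 3 µM single concentration · Repeats – no replicates (n 1)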
CHRM5 agonist = human M5 muscarinic receptor agonists, primary screen, CHO-K1 cells, Fluo-8 calcium fluorescence. actives 0.19% (n = 360,000). activation, % at 3 µM. CHO-K1 hM5 cells; 0% DMSO wells, 100% maximal acetylcholine response. Muscarinic acetylcholine receptor M5 (Homo sapiens), P08912. AID 624037, 2012;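 active = activation above the run's mean over test compounds plus 3 SD, cut at about 23% in these data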;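 note: signal is peak over basal fluorescence ratio across the kinetic read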
TAAR1 antagonist = human TAAR1 antagonists, primary screen, Fluo-8 calcium fluorescence, CHO RD-HGA16 cells. Trace amine-associated receptor 1 (Homo sapiens), Q96RJ0. antagonist. inhibition, % at 3 µM. actives 1.5% (n = 360,000);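 active = inhibition above a per-plate cutoff, the mean inhibition of test compounds on that plate plus 3 SD, cut at about 49% in these data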;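 note: 0% = DMSO plus EC80 beta-PEA response and 100% = DMSO alone without agonist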
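test system = CHO RD-HGA16 cells bearing hTAAR1 | replication = singlicate | controls = DMSO-only wells and EC80 β-PEA-stimulated wells | reagent = EC80 β-phenethylamine stimulus | read-out basis = percent inhibition of PEA-evoked calcium signal, max/basal emission ratio | schedule = seeding 17-24 h prior, 75-min 37 °C, 30-min RT dye loading | signal = kinetic Fluo-8 calcium fluorescence measurement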
CHO-K1 Ca PAM = nonselective calcium activators in parental CHO-K1 cells, primary screen, counter-screen for M1 PAM project, cell-based, Fluo-8 calcium fluorescence, full deck, 1536-well | ATP EC20; 0% at ATP EC20, 100% at ATP max | activation, % at 3 µM | actives 0.02% (n = 360,000);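 active = activation above the run cutoff, the mean activation of all test compounds plus 3 SD, cut at about 40% in these data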;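 note: peak over basal fluorescence ratio in a 140 s read after ATP addition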
CHRM5 antagonist = human M5 muscarinic receptor antagonists, primary screen, CHO cells, Fluo-8 calcium fluorescence | AID 624040, 2012 | CHO-hM5 cells, ACh EC80 | Muscarinic acetylcholine receptor M5 (Homo sapiens), P08912 | actives 0.59% (n = 360,000) | inhibition, % at 3 µM;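 active = inhibition above a per-plate cutoff, the mean of that plate's test compounds plus 3 SD, cut at about 27% in these data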;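 note: 0% = acetylcholine EC80 with DMSO and 100% = DMSO without agonist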
CRFBP-R2 block = antagonists of CRF-BP/CRF-R2 complex, primary screen, cell-based, HEK293, calcium dye fluorescence, uHTS; CRF-induced calcium fluorescence; inhibition, % at 11.8 µM; actives 0.59% (n = 350,000); AID 588475, 2011;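 active = inhibition of the ligand-induced calcium signal above about 50% at the single tested concentration, limit read from the data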
CRFBP-R2 agonist = agonists of CRF-BP/CRF-R2 complex, primary screen, cell-based, HEK293, calcium dye fluorescence, uHTS | CRF-binding protein / CRF receptor 2 complex (human) | calcium dye fluorescence (FLIPR); percent of saturating CRF peptide response | activation, % at 13.2 µM | actives 0.46% (n = 350,000) | AID 588473, 2011;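 active = activation of at least 50%, plus an integration ratio under a set limit after plate pattern correction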;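 note: plate controls were neutral control wells without compound for no effect and CRF at EC100 for full effect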
Active calls of the source: *.

Clc1ccc(-n2ncc3c(N4CCCCCC4)ncnc32)cc1 was read as CHRM5 PAM 0, CHRM4 PAM -7, TAAR1 agonist -1, CHRM5 agonist 0, TAAR1 antagonist 9, CHO-K1 Ca PAM 7, CHRM5 antagonist 1, CRFBP-R2 block -7 and CRFBP-R2 agonist 6.1.
For CNC(=O)CSc1nc(N)c2c3c(sc2n1)CCC3 the results were CHRM5 PAM -9, CHRM4 PAM -1, TAAR1 agonist 1, CHRM5 agonist -1, TAAR1 antagonist -16, CHO-K1 Ca PAM -16, CHRM5 antagonist 14, CRFBP-R2 block 11 and CRFBP-R2 agonist -0.8.
Screening CSc1nc2n(n1)C(c1cccs1)C1=C(CCCC1=O)N2 (stereo not drawn) returned CHRM5 PAM 5, CHRM4 PAM -3, TAAR1 agonist 2, CHRM5 agonist -3, TAAR1 antagonist -13, CHO-K1 Ca PAM -14, CHRM5 antagonist 3, CRFBP-R2 block 2 and CRFBP-R2 agonist -0.1.
For O=C(CSC1=Nc2ccccc2C2=NC(CC(=O)N3CCN(c4ccccc4)CC3)C(=O)N12)NCC1CCCO1 (stereo not drawn) the results were CHRM5 PAM -3, CHRM4 PAM -4, TAAR1 agonist 3, CHRM5 agonist 2, TAAR1 antagonist -3, CHO-K1 Ca PAM 8, CHRM5 antagonist 3, CRFBP-R2 block 20 and CRFBP-R2 agonist 0.0.
For CCN(CC)c1ccc(CC(=O)NC(C)Cc2ccccc2)cc1 (stereo not drawn) the results were CHRM5 PAM -4, CHRM4 PAM 8, TAAR1 agonist 18, CHRM5 agonist -7, TAAR1 antagonist 7, CHO-K1 Ca PAM 15, CHRM5 antagonist -3, CRFBP-R2 block 1 and CRFBP-R2 agonist -1.4.
For O=C(Nc1cccc(Cl)c1N1CCCC1)c1cccc(-c2cc3ccccc3oc2=O)c1 the results were CHRM5 PAM -1, CHRM4 PAM -2, TAAR1 agonist 1, CHRM5 agonist 0, TAAR1 antagonist 1, CHO-K1 Ca PAM 1, CHRM5 antagonist 11, CRFBP-R2 block -1 and CRFBP-R2 agonist -0.6.
Cc1cccc(-c2nc(CN3CCCC(C(=O)NC4CCCCC4)C3)c(C)o2)c1 (stereo not drawn) was read as CHRM5 PAM -4, CHRM4 PAM -1, TAAR1 agonist 15, CHRM5 agonist 0, TAAR1 antagonist -19, CHO-K1 Ca PAM 9, CHRM5 antagonist -3, CRFBP-R2 block -17 and CRFBP-R2 agonist -0.2.
`COc1cc(Cl)ccc1OCc1cc(C(=O)NC2CCc3ccccc32)no1` (stereo not drawn) gave CHRM5 PAM -10, CHRM4 PAM 7, TAAR1 agonist 2, CHRM5 agonist -2, TAAR1 antagonist -36, CHO-K1 Ca PAM 3, CHRM5 antagonist 7, CRFBP-R2 block 5 and CRFBP-R2 agonist 2.4.
`COc1ccc(/C(=N\Nc2ccccc2C(=O)O)c2ccccc2)cc1` gave CHRM5 PAM 3, CHRM4 PAM 3, TAAR1 agonist -1, CHRM5 agonist -1, TAAR1 antagonist 7, CHO-K1 Ca PAM 17, CHRM5 antagonist -8, CRFBP-R2 block 12 and CRFBP-R2 agonist -0.5.
`O=C(NC1CCCCCCC1)c1ccco1` gave CHRM5 PAM 0, CHRM4 PAM 13, TAAR1 agonist 23, CHRM5 agonist -1, TAAR1 antagonist -18, CHO-K1 Ca PAM -14, CHRM5 antagonist -8, CRFBP-R2 block -2 and CRFBP-R2 agonist 0.3.
Screening COC(=O)c1ccc(OCC(O)CN2CCN(C(=O)c3ccco3)CC2)cc1 (stereo not drawn) returned CHRM5 PAM -9, CHRM4 PAM -10, TAAR1 agonist 11, CHRM5 agonist -4, TAAR1 antagonist -19, CHO-K1 Ca PAM 18, CHRM5 antagonist 14, CRFBP-R2 block 5 and CRFBP-R2 agonist 0.1.
Screening CCOc1ccc(S(=O)(=O)N2CCCCC2)cc1NC(=O)CN1C(=O)NC(CC)(c2ccccc2)C1=O (stereo not drawn) returned CHRM5 PAM -5, CHRM4 PAM -2, TAAR1 agonist 2, CHRM5 agonist -2, TAAR1 antagonist 17, CHO-K1 Ca PAM -5, CHRM5 antagonist -4, CRFBP-R2 block 7 and CRFBP-R2 agonist 2.5.
For CCN(CC(=O)NCc1cccs1)C(=O)/C=C/c1cc(Br)ccc1OC(F)F the results were CHRM5 PAM -1, CHRM4 PAM 15, TAAR1 agonist 4, CHRM5 agonist -4, TAAR1 antagonist 8, CHO-K1 Ca PAM 9, CHRM5 antagonist 8, CRFBP-R2 block 12 and CRFBP-R2 agonist 0.3.
`O=C(c1ccc(Br)cc1)N1CCCc2ccccc21` gave CHRM5 PAM 2, CHRM4 PAM 1, TAAR1 agonist -3, CHRM5 agonist -7, TAAR1 antagonist -7, CHO-K1 Ca PAM 4, CHRM5 antagonist 7, CRFBP-R2 block 2 and CRFBP-R2 agonist 0.9.
CC(CCc1ccccc1)NC(=O)c1ccc(NC(=O)c2ccc(Cl)cc2Cl)cc1 (stereo not drawn) was read as CHRM5 PAM -3, CHRM4 PAM -2, TAAR1 agonist 0, CHRM5 agonist -1, TAAR1 antagonist 7, CHO-K1 Ca PAM 4, CHRM5 antagonist 7, CRFBP-R2 block -11 and CRFBP-R2 agonist -0.2.
`Cc1ccc(NC(=O)C2(C)CCN2C(=O)Cc2cc(F)ccc2F)cc1` (stereo not drawn) gave CHRM5 PAM 0, CHRM4 PAM 3, TAAR1 agonist -1, CHRM5 agonist 0, TAAR1 antagonist -7, CHO-K1 Ca PAM 12 and CHRM5 antagonist -2.
For Cc1cccc(C(=O)Nc2ccc3c(c2)nc(C)n3C)c1 the results were CHRM5 PAM -4, CHRM4 PAM 2, TAAR1 agonist 1, CHRM5 agonist -3, TAAR1 antagonist -13, CHO-K1 Ca PAM 0, CHRM5 antagonist 6, CRFBP-R2 block -2 and CRFBP-R2 agonist -0.4.
Screening Cc1ccc(Cl)cc1N(C)C(=O)Cn1ncc2c([nH]c3ccccc32)c1=O returned CHRM5 PAM -7, CHRM4 PAM -1, TAAR1 agonist 13, CHRM5 agonist -1, TAAR1 antagonist 43, CHO-K1 Ca PAM -2, CHRM5 antagonist -3, CRFBP-R2 block -20 and CRFBP-R2 agonist 5.4.
Screening c1ccc2c(c1)c1ccccc1n2CN1CCOCC1 returned CHRM5 PAM 2, CHRM4 PAM -1, TAAR1 agonist 5, CHRM5 agonist -7, TAAR1 antagonist 7, CHO-K1 Ca PAM 8, CHRM5 antagonist 1, CRFBP-R2 block 2 and CRFBP-R2 agonist -1.6.
Cc1cccc(NC(=O)c2cc(S(=O)(=O)N3CCC4(CC3)OCCO4)ccc2F)c1 was read as CHRM5 PAM 6, CHRM4 PAM 1, TAAR1 agonist 4, CHRM5 agonist -4, TAAR1 antagonist -34, CHO-K1 Ca PAM -8, CHRM5 antagonist 7, CRFBP-R2 block -1 and CRFBP-R2 agonist 0.8.
CCOC(=O)N(C)C[C@@H]1OCc2ccccc2-c2c(n(C)c3ccccc23)C(=O)N([C@H](C)CO)C[C@H]1C was read as CHRM5 PAM 2, CHRM4 PAM 8, TAAR1 agonist 4, CHRM5 agonist 3, TAAR1 antagonist -4, CHO-K1 Ca PAM 12, CHRM5 antagonist 3, CRFBP-R2 block -2 and CRFBP-R2 agonist 3.5.
For O=C(CN1CCN(S(=O)(=O)c2ccccc2)CC1)NC1CC1 the results were CHRM5 PAM 4, CHRM4 PAM 0, TAAR1 agonist 0, CHRM5 agonist -6, TAAR1 antagonist -7, CHO-K1 Ca PAM -7, CHRM5 antagonist 1, CRFBP-R2 block -14 and CRFBP-R2 agonist 8.0.
`CC1=NNC(=O)C1CCC(=O)N/N=C\c1ccc(Cl)c(Cl)c1` (stereo not drawn) gave CHRM5 PAM 1, CHRM4 PAM 7, TAAR1 agonist 10, CHRM5 agonist -2, TAAR1 antagonist -10, CHO-K1 Ca PAM 10, CHRM5 antagonist -7, CRFBP-R2 block -11 and CRFBP-R2 agonist 1.6.
`Cc1[nH]n(-c2ccc(Cl)cc2)c(=O)c1/C=N/c1nnc(-c2ccccc2)s1` gave CHRM5 PAM 2, CHRM4 PAM -2, TAAR1 agonist 0, CHRM5 agonist 1, TAAR1 antagonist -12, CHO-K1 Ca PAM 26, CHRM5 antagonist 4, CRFBP-R2 block 21 and CRFBP-R2 agonist 0.7.
For Cn1c(SCc2nc3ccccc3[nH]2)nnc1-c1cnccn1 the results were CHRM5 PAM 19*, CHRM4 PAM -5, TAAR1 agonist 14, CHRM5 agonist -2, TAAR1 antagonist 0, CHO-K1 Ca PAM 0, CHRM5 antagonist 3, CRFBP-R2 block 1 and CRFBP-R2 agonist -0.1.
For c1ccc(-c2cn(-c3ccccc3)c3ncnc(N4CCCCC4)c23)cc1 the results were CHRM5 PAM 8, CHRM4 PAM -6, TAAR1 agonist 1, CHRM5 agonist 0, TAAR1 antagonist 13, CHO-K1 Ca PAM 14, CHRM5 antagonist 3, CRFBP-R2 block -16 and CRFBP-R2 agonist 2.4.
`CC1(C)CC(CCC(=O)Nc2ccc(S(N)(=O)=O)cc2)C(=O)O1` (stereo not drawn) gave CHRM5 PAM 0, CHRM4 PAM 4, TAAR1 agonist 5, CHRM5 agonist -2, TAAR1 antagonist 16, CHO-K1 Ca PAM 19, CHRM5 antagonist 2, CRFBP-R2 block 30 and CRFBP-R2 agonist 1.6.

Already shown: two of the compounds above.
For c1ccc(-c2cn(-c3ccccc3)c3ncnc(N4CCCCC4)c23)cc1 the results were CHRM5 PAM 8, CHRM4 PAM -6, TAAR1 agonist 1, CHRM5 agonist 0, TAAR1 antagonist 13, CHO-K1 Ca PAM 14, CHRM5 antagonist 3, CRFBP-R2 block -16 and CRFBP-R2 agonist 2.4.
`CC1(C)CC(CCC(=O)Nc2ccc(S(N)(=O)=O)cc2)C(=O)O1` (stereo not drawn) gave CHRM5 PAM 0, CHRM4 PAM 4, TAAR1 agonist 5, CHRM5 agonist -2, TAAR1 antagonist 16, CHO-K1 Ca PAM 19, CHRM5 antagonist 2, CRFBP-R2 block 30 and CRFBP-R2 agonist 1.6.
